TDP1 cell noCPT = qHTS for Inhibitors of human tyrosyl-DNA phosphodiesterase 1 (TDP1): qHTS in cells in absence of CPT; DT40 Tdp1-/- hTDP1 cells, no CPT, ATP luminescence, 48 h; Potency, µM (highest dose often 46.2 µM), for the others: top-dose activity change, negative = growth inhibition, most hits filed as inhibitors; 420,000 compounds, 15% hits; AID 686978, 2013; also: nearly all actives have a fitted effect of over 55% in size
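Chicken DT40 Tdp1-/- cells complemented with human TDP1, screened without camptothecin (DMSO vehicle only), 400 cells/well. Compounds pin-transferred, cells incubated at 37 °C for at least 48 hr. Growth read as ATP-dependent luminescence (CellTiter-Glo, 30 min at RT).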
TDP1 block = blocks human tyrosyl-DNA phosphodiesterase 1; Q9NUW8; recombinant TDP1, AlphaScreen DNA substrate cleavage; AID 485290; 350,000 compounds, 0.28% hits; Potency, µM (series often up to 130 µM), without a hit: at the top dose activity change, negative = inhibition, actives largely listed as inhibitors; also: nearly all actives have a fitted effect of over 40% in size
Target sequence (Q9NUW8 whole entry, looked up): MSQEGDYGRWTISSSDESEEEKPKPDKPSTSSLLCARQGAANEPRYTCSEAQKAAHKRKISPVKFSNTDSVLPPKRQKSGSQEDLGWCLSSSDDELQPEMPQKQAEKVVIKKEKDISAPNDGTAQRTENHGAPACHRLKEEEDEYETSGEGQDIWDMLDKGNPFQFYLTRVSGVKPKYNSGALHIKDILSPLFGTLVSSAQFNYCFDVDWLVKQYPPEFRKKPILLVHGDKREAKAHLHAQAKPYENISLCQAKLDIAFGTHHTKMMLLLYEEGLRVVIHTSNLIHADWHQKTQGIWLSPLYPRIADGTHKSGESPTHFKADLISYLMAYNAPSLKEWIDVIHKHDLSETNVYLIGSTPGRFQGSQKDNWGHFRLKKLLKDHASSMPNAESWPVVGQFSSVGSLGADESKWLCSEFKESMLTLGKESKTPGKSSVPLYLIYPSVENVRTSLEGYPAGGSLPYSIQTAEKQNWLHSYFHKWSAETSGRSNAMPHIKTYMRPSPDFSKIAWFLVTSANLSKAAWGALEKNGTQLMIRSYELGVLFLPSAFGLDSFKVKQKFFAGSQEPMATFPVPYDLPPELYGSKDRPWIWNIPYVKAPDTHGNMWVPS
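Tdp1 1 nM final; 15 min RT w/ cpd; substrate 15 nM, 5 min; beads 10 ug/ml, 10 min; AlphaScreen read. Neg ctrl: no enzyme.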
N370S GC = inhibitors or activators of N370S glucocerebrosidase for Gaucher disease | P04062 | N370S GC spleen homogenate, 4MU-glucoside fluorescence | Potency, µM (top dose mostly 59.4 µM), without a hit: top-dose activity change, negative = inhibition, usual class: inhibitors | 330,000 compounds, 0.092% hits | AID 2101;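 also: 0% = full enzyme activity and -100% = no enzyme basal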
Active calls of the source: *; ? = inconclusive; nt = no result given; & = joins results of further samples; [ ] = another dose, or the depositor's remark. Calls follow the shape of the dose curve; as a rule, active = well fitted curve in the direction sought with a large enough effect; inconclusive = small, poorly fitted or top-dose-only effect, or another doubt; inactive = no such curve, though single readings can be large; an effect the other way counts as inactive or inconclusive. Unless noted, % is scaled to controls: 0 for no effect and ±100 for the full control effect; potency is read from the fitted curve at half-maximal effect. Only part of the results is shown, so the mix of outcomes need not match the whole.

canonical_smiles | TDP1 cell noCPT | TDP1 block | N370S GC
N#CCSc1nnc(CNc2ccc(F)cc2)o1 | -6% | 0% | 3%
CCN=C(Nc1ccc(Cl)cc1)c1cccnc1 | -24% | 2% | 0%
N[C@@H](C(=O)O)c1ccc(C(=O)O)cc1 | -7%&-6% | -8%&11%[56.1 µM] | -6%&-4%
COC(=O)c1cc(OC)c(OC)cc1NC(=O)c1cc(OC)cc(OC)c1 | -32% | 5% | -16%
Cc1coc(NC(=O)CSc2nc(-c3ccc(Cl)cc3)cc(C(F)(F)F)c2C#N)n1 | ? | -4% | 5%
CC(C)(C)OC(=O)N1CCC(c2c(C(=O)Nc3ccc4c(c3)OCCO4)cnn2-c2ccc(Cl)cc2)CC1 | ? | 4% | nt
Cn1c(CSCc2ccccc2)nnc1SCC(=O)Nc1ccc(C(=O)O)cc1 | 10% | 3% | -1%
O=C(NC1CCCC1)c1cc(-c2ccc(Cl)c(Cl)c2)on1 | ? | 0% | 2%
CCOc1ccc(C(=O)/C=C/Nc2ccc(S(=O)(=O)Nc3onc(C)c3C)cc2)cc1 | 0% | -3% | 2%
CC(N=C1NS(=O)(=O)c2ccccc21)C(=O)Nc1ccc(F)cc1Cl (stereo not given) | -4% | 2% | nt
COCCn1c(=NC(=O)c2ccc3c(c2)OCCO3)sc2cc(NC(C)=O)ccc21 | ? | 0% | nt
Cc1cccn2c(=O)c(C=O)c(N3CC(C)OC(C)C3)nc12 (stereo not given) | -18% | 9% | 7%
NC(=O)CC[C@H](NC(=O)c1ccc(F)cc1)C(=O)OCC(=O)NCc1ccc(F)cc1 | ? | 3% | 2%
CC(=O)NC(=S)Nc1ccc(NC(=S)NC(=O)c2ccc([N+](=O)[O-])cc2)cc1 | -11% | 3% | 2%
CCOC(=O)N1CCN(Cc2nc3cc([N+](=O)[O-])ccc3n2CC)CC1 | -27% | nt | -10%
COc1cccc(C(=O)Nc2ccccc2-c2nnc(-c3ccc(C(C)(C)C)cc3)o2)c1 | ? | 8% | nt
COc1ccc(-n2c(=S)[nH]c3cc(C(=O)NCc4cccnc4)ccc3c2=O)cc1 | -30% | -6% | -1%
C[C@H](NC(=O)[C@@H]1Cc2ccccc2CN1)C(=O)NC[C@H]1CC[C@H](C(=O)O)CC1 | ? | nt | -9%
NS(=O)(=O)c1cccc(NC(=O)COC(=O)c2cc(-c3ccc(Cl)cc3)nc3ccccc23)c1 | ? | 0% | 6%
Oc1ccccc1Nc1ccccn1 | -9% | nt | 9%
O=C(COc1ccc(/C=N/NC(=O)c2ccc(O)cc2)cc1)Nc1ccc([N+](=O)[O-])cc1 | -18% | 3% | ?
Oc1c(CN2CCCCC2)cc(COCc2ccccc2)c2cccnc12 | 4.6µM* | -3% | 10%
Cc1cc(C)n2c(SC(C)C(=O)NC3(C#N)CCCCC3)nnc2n1 (stereo not given) | 14% | 0% | nt
Cc1cc(C)n(C(=O)c2cc(F)c(F)cc2C)n1 | 21% | -6% | -11%
O=C(CCCC(=O)N1CCN(c2ccccc2F)CC1)N1CCN(c2ccccc2F)CC1 | ? | 0% | 18%
COc1cc(CCc2ccc3c(c2)OCO3)oc(=O)c1 | -20% | nt | 2%
Cc1nn(-c2ccccc2)c(Cl)c1C(=O)NCC(C)c1ccccc1 (stereo not given) | ? | nt | 5%
CCOC(=O)c1nn(-c2ccccc2)c(-c2ccccc2)c1C(=O)c1ccccc1 | ? | -2% | 10%
CCC(=O)Nn1c(C2CCC2)nc2ccccc2c1=O | 0% | 3% | 0%
COCCCNC(=O)CS(=O)Cc1nc(-c2cccc(OC)c2)oc1C (stereo not given) | 2% | -6% | 4%
Cc1c(Cl)cccc1NC(=S)N(CCN(C)C)C(C)c1ccccn1 (stereo not given) | 0% | 2% | ?
Fc1ccc(-n2ncc3c(NCCCN4CCOCC4)ncnc32)cc1 | -20% | 10% | nt
Cc1cccc(C)c1NS(=O)(=O)c1c(C)[nH]c(=O)[nH]c1=O | -6% | 3% | -16%
CCc1c(C(=O)Nc2ccc(OC)c(Cl)c2)[nH]c(C)c1C(C)=O | ? | 5% | nt
COc1ccc(C(=O)n2cc(C(=O)c3cc(C)ccc3O)cn2)cc1OC | ? | 7% | 8%
O=C(NC1CC1)C1CCN(C(=O)c2ccc(Cl)cc2Cl)CC1 | 14% | 2% | -12%
Cc1ccsc1/C=N/NC(=O)c1ccc2ccccc2c1 | 18µM* | 1%[56.1 µM] | 1%
COCCC(=O)N1CCC(Oc2ccc(C(=O)N3CCCCCC3)cc2)CC1 | -33% | 4% | 0%
Cc1ccc2nc(SCC(=O)NC3CC3)[nH]c2c1 | 13% | 3% | 2%
CN(C)c1ccc(CNc2nc(-c3ccccc3)nn2S(C)(=O)=O)cc1 | -14% | 10% | 6%
CCN(CC)S(=O)(=O)c1ccc2c(c1)nc(SCC(=O)NCC1CCCO1)n2CC (stereo not given) | -3% | nt | 0%
CCCCn1c(=O)n(CC(=O)Nc2ccc(OC)c(Cl)c2)c(=O)c2c1nc(CO)n2CCC | ? | 3% | -3%
CCOC(=O)N1CCN(C2=CC(=O)OC23CCCCC3)CC1 | 1% | 9% | -10%
COc1ccc(CCN2C(=O)c3[nH]nc(-c4ccccc4O)c3C2c2ccc(OC)cc2)cc1 (stereo not given) | ? | 10% | nt
CC(=O)Nc1ccc(S(=O)(=O)NCCc2cc3c(C)ccc(C)c3[nH]c2=O)cc1 | -13% | 1% | -4%

3 of these compounds in another layout:
Every second line gives: TDP1 cell noCPT, TDP1 block, N370S GC
N#CCSc1nnc(CNc2ccc(F)cc2)o1
  -6%, 0%, 3%
CCN=C(Nc1ccc(Cl)cc1)c1cccnc1
  -24%, 2%, 0%
N[C@@H](C(=O)O)c1ccc(C(=O)O)cc1
  -7%&-6%, -8%&11%[56.1 µM], -6%&-4%

Later entries
canonical_smiles | TDP1 cell noCPT | TDP1 block | N370S GC
Cc1ccc(NC(=O)/C=C2\NC(=O)CS2)cc1 | -7% | 10% | -6%
COc1ccc(N(C(=O)Cc2cccs2)C(C(=O)NC2CCCC2)c2ccncc2)cc1 (stereo not given) | ? | nt | -5%
COc1cc(/C=C2\SC(=O)N(CCNC(=O)c3cnc(C)cn3)C2=O)cc(OC)c1OC | 18µM* | nt | 2%
O=C(NCC1CCCO1)c1ccccc1-c1nc(-c2ccccc2F)no1 (stereo not given) | 5% | 5% | -2%
COc1ccc(C2NC(=O)NC3=C2CCc2ccccc23)cc1 (stereo not given) | ? | 2% | -1%
OC[C@H]1O[C@H](n2cnc3c(NC4CCCC4)nc(Cl)nc32)[C@@H](O)[C@@H]1O | -3% | 12%[56.1 µM] | -1%
CCC1(c2ccc(OC)cc2)NC(=O)N(CC(=O)NC2CCCCC2C)C1=O (stereo not given) | -7% | -4%[56.1 µM] | nt
O=C1C2C(C(=O)N1/N=C/c1cc(Br)cc([N+](=O)[O-])c1O)C1C=CC2C12CC2 (stereo not given) | 16µM* | -3% | -2%
CCOC(=O)c1sc(=S)n(-c2ccc(Cl)cc2)c1SC | -7% | 7% | 10%
COc1cc2c(cc1OC)C(c1ccccc1)N(C(=O)CCl)CC2 (stereo not given) | 2.9µM* | 2% | 3%
COc1ccc(-c2nc(CNS(=O)(=O)c3ccc(F)cc3)cs2)cc1 | 18µM* | -3% | nt
Cc1ccc(-c2cc(C(=O)OCC(=O)N(C)C3CCS(=O)(=O)C3)c3ccccc3n2)c(C)c1 (stereo not given) | -26% | 8% | -10%
Cc1ccc(NC2=NCC(=O)N2C2CCCC2)c(C)c1 | ? | -2%[56.1 µM] | 6%
COc1ccccc1OCC(=O)N1CCCCCCC1 | -8% | 3% | -1%
COc1cccc(N2CCN(S(=O)(=O)c3ccc(CN4C(=O)c5cccnc5C4=O)cc3)CC2)c1 | 23% | -3% | -8%
Clc1ccc(C(c2nnnn2CCc2ccccc2)N2CCSCC2)cc1 (stereo not given) | ? | 5% | -15%
Oc1ccc(N=Nc2cccc(C(F)(F)F)c2)cc1C=Nc1ccc(N2CCOCC2)cc1 | 18µM* | 5% | 3%
CCOc1cc(/C=C2/NC(=O)N(CC(=O)OC)C2=O)ccc1O | -7% | -5% | -3%
CNS(=O)(=O)c1cccc(C(=O)NCC2CCCCC2)c1 | 20% | nt | -14%
Cc1ccsc1/C=N/NC(=S)NCCc1ccccc1 | 0% | 10% | 28%
CCCC12CN3CC(C)(CN(C1)C3c1ccc(CC)cc1)C2=O (stereo not given) | 4.6µM* | 2% | nt
CC1CCN(C(=O)CN(c2ccc3c(c2)OCO3)S(C)(=O)=O)CC1 | -10% | -5% | -1%
COc1ccc2c(c1)CCc1cnc(N)nc1-2 | ? | 3% | -2%
CC1CN(C(=O)Nc2ccc(C(=O)NCCc3ccccc3)cc2)c2ccccc2S1 (stereo not given) | ? | 3% | nt
O=C(/C=C/c1cccc([N+](=O)[O-])c1)Nc1cccc(NC(=O)c2cccs2)c1 | 18µM* | 5% | 0%
NC(=O)CNC(=O)[C@@H]1CC2(CC(c3cccc([N+](=O)[O-])c3)=NO2)CN1C(=O)c1ccccc1 (stereo not given in full) | 13% | -2% | 25%
COc1cc2c(C#CCCO)c(-c3ccc(C#N)cc3)oc(=O)c2cc1OC | ? | 2% | nt
Cn1cc(CN2CCN(Cc3ccccc3)C(CCO)C2)c(-c2ccccc2)n1 (stereo not given) | -20% | 3% | 1%
Cc1cc2ncn(C(=O)N3CCCCC3)c2cc1C | -10% | -2% | 21%
COc1ccc(CC(=O)NNC(=O)COc2ccc(C)cc2)cc1S(=O)(=O)N1CCOCC1 | -5% | 1%[0.505 µM] | -16%

As entered above.
`COc1ccc2c(c1)CCc1cnc(N)nc1-2` | TDP1 block: 3%
`Cc1cc2ncn(C(=O)N3CCCCC3)c2cc1C` | N370S GC: 21%
`Clc1ccc(C(c2nnnn2CCc2ccccc2)N2CCSCC2)cc1` (stereo not given) | N370S GC: -15%
`COc1ccc(CC(=O)NNC(=O)COc2ccc(C)cc2)cc1S(=O)(=O)N1CCOCC1` | TDP1 cell noCPT: -5%

The listing continues:
canonical_smiles | TDP1 cell noCPT | TDP1 block | N370S GC
COc1ccc2[nH]c3c(c2c1)CCN1C(=O)N([C@@H](C)C(=O)NCC2CCCO2)C(=O)[C@]31C (stereo not given in full) | -8% | nt | -2%
CCN(c1ccccc1)S(=O)(=O)c1ccc2ccccc2c1 | -19% | nt | -2%
COc1cc(C(=O)NC(=S)Nc2nccs2)cc(OC)c1OC | 21µM* | 5% | -6%
Cn1cc(-c2nc3cncnc3n(CCN)c2=O)c2ccccc21 | 16µM* | nt | 3%
NC(=O)c1ccccc1NC(=O)/C=C/c1ccc(Cl)cc1 | 16µM* | 3% | 6%
Cc1cccc(C(C)C)c1NC(=O)CN1C(=O)NC2(CCc3ccccc32)C1=O (stereo not given) | -21% | -13% | 3%
O=C(Cn1cc([N+](=O)[O-])cn1)N1N=C(C(F)F)CC1(O)C(F)F (stereo not given) | 3% | 9% | 2%
COc1ccccc1NC(=O)C(=O)c1cc(C)n(-c2cc(C)cc(C)c2)c1C | ? | 0% | nt
CC(C)(C)c1cccc(P(=O)(c2ccccc2)c2ccccc2)c1O | -9% | 2% | 23%
COc1ccccc1CNS(=O)(=O)c1c(C)nc2sc(C)cn2c1=O | 8% | 5% | nt
C/C(=N\NC(=O)CNC(=O)C1COc2ccccc2O1)c1ccco1 (stereo not given) | 6% | nt | -17%
Cc1ccccc1NC(=O)c1cc(S(=O)(=O)c2ccccc2)ccc1Cl | ? | 6% | 12%
CCN(CCCNC(=O)CN1N=C(c2ccc(C)cc2)CCC1=O)c1ccccc1 | 23µM* | 8% | nt
CS(=O)(=O)N1N=C(c2cccs2)CC1c1ccco1 (stereo not given) | ? | -6% | -8%
CCOC(=O)C1CCN(C(=O)CN2C(=O)c3ccccc3Sc3ncccc32)CC1 | 17% | 0% | 0%

Of the compounds above, two have a CF3 group.
canonical_smiles | TDP1 cell noCPT | TDP1 block | N370S GC
Cc1coc(NC(=O)CSc2nc(-c3ccc(Cl)cc3)cc(C(F)(F)F)c2C#N)n1 | ? | -4% | 5%
Oc1ccc(N=Nc2cccc(C(F)(F)F)c2)cc1C=Nc1ccc(N2CCOCC2)cc1 | 18µM* | 5% | 3%

Further results
canonical_smiles | TDP1 cell noCPT | TDP1 block | N370S GC
CNC(=S)Nc1cccc(-c2cnc3ccccc3n2)c1 | ? | nt | -5%
COc1ccc(-n2nnnc2S(=O)(=O)Cc2ccc(C(=O)O)cc2)cc1 | 16µM* | 4% | 15%
C/C(=C\c1ccccc1)C(=O)NCCCn1ccnc1 | -18% | 3% | 1%
Cc1ccc(CNC(=O)c2nc(SCc3ccc(C)cc3)ncc2Cl)cc1 | ? | 0% | nt
Cc1ccc(C(=O)N2CCCCC2)cc1S(=O)(=O)N1CCCC1 | 11% | 5% | 4%
CCCc1cc(N2CCC(C(N)=O)CC2)nc(-c2ccccc2)n1 | -10% | -4% | -6%
COC(=O)[C@@H]1[C@@H](C)N(Cc2ccccc2)C(=O)N[C@H]1c1cccc(C(F)(F)F)c1 | -28% | 6%[12.3 µM] | 9%[12.8 µM]
